Screening data (PubChem BioAssay)
beta cell repl – inducers of MIN6 beta-cell proliferation, primary screen, ATP luminescence, uHTS. MIN6 cells proliferation, ATPlite luminescence, 48 h; cells starved in 0.2% serum; 100% = growth in 10% serum. proliferation, % at 10 µM. actives 0.29% (n = 330,000);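 active = compounds whose signal lies at least 3.5 SD above the mean of all wells on their plate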;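 also: 0% = DMSO-treated cells in low-serum medium and 100% = 10% serum control; some compounds called inactive have numbers as strong as hits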
MPTP inh – mitochondrial permeability transition pore inhibitors, primary screen, biochemical, isolated mouse mitochondria, absorbance | Ca2+ swelling absorbance, 30 min | inhibition, % at 10 µM | actives 1.4% (n = 360,000) | AID 602449, 2012;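 active = inhibition of 50% or more, scaled per plate between neutral and stimulator controls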;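 also: 0% = DMSO wells given calcium and 100% = 1 mM EGTA wells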
tim10-1 inh – growth inhibitors of tim10-1 mutant yeast, primary screen, luminescence, uHTS | S. cerevisiae tim10-1 ts strain growth, BacTiter-Glo, 24 h | inhibition, % at 20 µM | actives 2.2% (n = 330,000) | AID 463190, 2010;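 active = inhibition of at least 40%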;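 also: mutant grown at 25 °C; 0% = DMSO wells with yeast and 100% = wells holding no yeast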
NLRP3 yeast inh – NALP3 inflammasome inhibitors in reconstituted yeast, primary screen, luminescence, uHTS | inhibition, % at 10 µM | actives 0.39% (n = 330,000) | Yeast reconstituted NLRP3/ASC/caspase-1, beta-gal luminescence, 24 h | AID 2825, 2010;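 active = inhibition of 50% or more; inactive = inhibition below 50%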;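 also: plate controls were induced DMSO wells for no effect and uninduced yeast grown without galactose for full effect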
APJ ag – agonists of human apelin receptor APJ, primary screen, CHO-K1 cells, PathHunter beta-arrestin, luminescence; P35414; 0% DMSO wells, 100% apelin; activation, % at 20 µM; actives 0.11% (n = 330,000);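 active = activation more than six SD over the plate average, tested at 20 µM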;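 also: 0% = DMSO alone and 100% = apelin-13 at 10 nM; some results filed as inactive read as strong as hits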
Target sequence (P35414 whole entry, looked up): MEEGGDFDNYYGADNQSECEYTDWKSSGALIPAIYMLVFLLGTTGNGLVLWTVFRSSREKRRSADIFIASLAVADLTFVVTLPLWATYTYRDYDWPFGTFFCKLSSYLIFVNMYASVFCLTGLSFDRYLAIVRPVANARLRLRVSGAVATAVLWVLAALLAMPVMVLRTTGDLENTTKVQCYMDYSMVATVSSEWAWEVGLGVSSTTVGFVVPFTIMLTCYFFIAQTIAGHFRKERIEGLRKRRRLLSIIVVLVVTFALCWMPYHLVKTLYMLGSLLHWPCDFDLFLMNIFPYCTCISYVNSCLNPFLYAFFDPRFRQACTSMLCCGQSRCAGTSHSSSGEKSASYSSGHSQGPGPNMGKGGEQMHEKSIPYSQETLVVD
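assay system = CHO-K1 APJ beta-arrestin complementation cell line | input = cell density 1000 per well | dosing = compound 20 µM once, DMSO 1% | timing = compound 90 min 25 °C, reagent 1 h | measured by = luminescence from split beta-galactosidase complementation, Galacton Star/Emerald II substrate | read-out basis = APJ agonist activity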
tim23-1 inh – growth inhibitors of tim23-1 mutant yeast, primary screen, luminescence, uHTS | actives 1.3% (n = 330,000) | inhibition, % at 20 µM | AID 463212, 2010 | S. cerevisiae tim23-1 growth, BacTiter-Glo luminescence, 24 h;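 active = growth inhibition of the mutant yeast at or above 50%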;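 also: temperature-sensitive mutant grown at 25 °C; plate controls were DMSO-treated mutant yeast for no effect and medium wells lacking yeast for full effect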
TIM10 inh – growth inhibitors of isogenic TIM10 control yeast, primary screen, counter-screen for tim10-1 yeast inhibitor project, luminescence, uHTS; S. cerevisiae TIM10 strain growth, BacTiter-Glo luminescence, 24 h; inhibition, % at 10 µM; actives 1.4% (n = 330,000); AID 463195, 2010;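 active = inhibition of 40% or more at the single tested concentration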;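 also: wild-type TIM10 isogenic control strain grown at permissive 25 °C; 0% = DMSO yeast wells and 100% = minimal medium wells without yeast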
APJ antag – antagonists of human apelin receptor APJ, primary screen, CHO-K1 cells, beta-arrestin complementation, luminescence | actives 0.32% (n = 330,000) | inhibition, % at 20 µM | P35414;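 active = inhibition above about 40% at 20 µM, limit read from the data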;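 also: cells challenged with 10 nM apelin-13 agonist together with compound; plate controls were apelin-13 plus DMSO wells for no effect and DMSO wells lacking apelin-13 for full effect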
GRIN3A LBD mod – binders of NR3A ligand-binding domain, primary screen, biophysical, differential scanning fluorimetry, uHTS; Tm shift relative to glycine control, % at 25 µM; NR3A LBD differential scanning fluorimetry, Tm shift; 0% = protein alone, 100% = glycine-bound protein; Glutamate receptor ionotropic, NMDA 3A (GRIN3A) ligand-binding domain; actives 2.5% (n = 340,000);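 active = melting temperature shift of at least 10% of the positive control shift, at one fixed dose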
* hit, by the source's call; . = no result given.

SMILES | beta cell repl | MPTP inh | tim10-1 inh | NLRP3 yeast inh | APJ ag | tim23-1 inh | TIM10 inh | APJ antag | GRIN3A LBD mod
NS(=O)(=O)c1ccc(NCc2ccccc2OCc2ccc(F)cc2)cc1 | -1 | 1.2 | 44* | 1 | 0 | 38 | 9 | -26 | -10
Cc1ccc(NC(=O)C2CC(=O)N(c3ccc4c(c3)OCCO4)C2)cc1S(=O)(=O)N1CCCCCC1 (stereo not given) | -1 | -1.0 | -14 | 18 | 7 | 3 | -2 | -37 | -2
CCOC(=O)C1CCN(C(=O)c2cc3cc4ccc(OC)cc4nc3o2)CC1 | 1 | -0.9 | 35 | 30 | -2 | 68* | 41* | -6 | 0
COCCn1c(SCC(=O)NC2CCCCC2)nc2c(c1=O)SCC2 | -4 | 0.5 | 13 | 7 | 7 | -3 | 0 | 3 | 3
O=[N+]([O-])c1ccc(CSc2nnc(-c3cccnc3)o2)cc1 | 4 | -2.8 | 15 | 25 | -2 | 12 | 0 | -3 | -1
COc1cccc(OCCCn2cc(/C=C3/C(=N)N4C=C(C)SC4=NC3=O)c3ccccc32)c1 | 0 | 1.0 | 11 | 20 | 0 | -15 | -8 | 2 | -1
CC(C)c1ccc(C2(C)NC(=O)N(CC(=O)N3CCN(C(=O)c4cccs4)CC3)C2=O)cc1 (stereo not given) | 2 | -0.3 | -12 | 12 | -4 | -2 | 8 | 2 | -2
CC1CC1c1ccc(/C=C(\C#N)C(=O)Nc2cccc(Cl)c2Cl)o1 (stereo not given) | -4 | 0.7 | 14 | 2 | -5 | 19 | 26 | -6 | -14
CC(C)C[C@H]1CN=C(Nc2ccccc2)N1CCC1CCCC1 | -6 | 1.0 | -19 | 25 | -6 | 5 | -8 | 5 | -2
O=C(O)C(Cc1ccccc1)NS(=O)(=O)c1ccc(Cl)cc1 (stereo not given) | 2 | -0.4 | -15 | -15 | -3 | 8 | 5 | 4 | -1
N#CC(c1ccc(Cl)cc1)c1ccc2c(C(F)(F)F)cc(C(F)(F)F)nc2n1 (stereo not given) | -7 | 87* | 71* | 20 | -6 | 62* | 64* | 47* | -1
CCOC(=O)c1cc2c(C)nn(-c3ccccc3)c2s1 | 0 | -3.6 | 10 | 15 | -3 | 4 | 24 | 3 | 3
O=c1[nH]c(NCCO)nnc1Cc1ccccc1 | -1 | -0.7 | -6 | -5 | -3 | -7 | 1 | -8 | 0
O=C(c1ccc(CNS(=O)(=O)c2cccc(Cl)c2)cc1)N1CCCC1 | -2 | -0.3 | 0 | 7 | 1 | 8 | -5 | 10 | 0
Cc1nc(NC(=S)Nc2ccccc2)sc1C | -5 | 4.8 | 26 | 39 | -3 | 2 | 30 | 30 | -2
Cc1nc(N2CCN(c3ccccn3)CC2)c2c(C)c(C(=O)Nc3ccccc3F)sc2n1 | -6 | 4.7 | -1 | 16 | -5 | 8 | 14 | 3 | -2
O=C(CCCn1cnc([N+](=O)[O-])n1)Nc1ccc(Cl)cc1Cl | -1 | -11 | 7 | 5 | -2 | 16 | 10 | 3 | -17
Cc1cc2c(cc1S(=O)(=O)Nc1ccc(OC(F)(F)F)cc1)OCC(=O)N2 | -4 | 2.3 | 32 | 10 | -3 | 12 | 12 | 3 | -2
CC(=O)C1=C(C)NC(SCC(=O)c2ccc(C)cc2)=C(C#N)C1c1ccco1 (stereo not given) | -5 | . | 19 | 34 | 2 | 31 | 9 | 2 | .
CCC(C)NC(=O)Cn1nc(Cc2ccncc2)c2ccccc2c1=O (stereo not given) | -1 | 0.9 | 10 | 6 | 0 | 18 | -11 | 11 | 2
Cc1ccc(C)c(C(=O)COC(=O)c2ccccc2N2C(=O)C3C4CCC(C4)C3C2=O)c1 (stereo not given) | -3 | 8.1 | 39 | 4 | 1 | 24 | 11 | 3 | 1
O=C1CCCc2ccccc2N1Cc1ccc(Cl)cc1 | -1 | -2.0 | 21 | -3 | 1 | 25 | -6 | 11 | 0
CCCOc1ccc(S(=O)(=O)N2CCCC2)cc1[N+](=O)[O-] | -1 | 2.2 | 4 | 16 | -1 | 21 | 13 | 12 | 1
COc1ccc(NC(=O)COC(=O)CCC(=O)c2cccs2)cc1OC | -1 | -0.7 | 6 | 9 | -3 | -1 | 0 | -25 | 0
COc1c(Cl)cc(C(=O)Nc2ccccc2C(=O)O)cc1Cl | -2 | 12 | -1 | 19 | -4 | 1 | 3 | 9 | -7
O=C(O)c1ccc(NC(=O)c2cccc(S(=O)(=O)Nc3ccc(C(=O)O)cc3)c2)cc1 | -2 | 0.9 | 2 | 20 | 0 | -11 | 3 | 0 | -1
CCC(=O)Nc1ccc(NC(=S)NC(=O)Cc2ccccc2)cc1 | -2 | 0.1 | 30 | 1 | -2 | 33 | 6 | -4 | -3
O=C(CSCc1ccccc1)Nc1cc([N+](=O)[O-])ccc1F | 0 | 5.8 | 25 | 8 | 0 | 12 | 12 | 0 | -2
CC(C)(C)OC(=O)NCC(=O)NNC(=O)C(C(=O)OCc1ccccc1)c1ccccc1 (stereo not given) | 1 | 0.3 | 7 | 0 | -3 | 7 | 1 | -9 | -1
Nc1cc(=O)[nH]c(SCC(=O)NC2CCCCCCC2)n1 | 6 | -1.4 | -7 | 8 | -1 | -17 | -6 | 3 | -2
Cc1ccc(S(=O)(=O)N2CCN=C2SCc2cccnc2)cc1 | -1 | 0.6 | 24 | 33 | -2 | 6 | 1 | -8 | -2
CCN(C(=O)CSc1nc2nc(C)cc(C)n2n1)c1ccccc1 | -2 | -0.2 | 12 | 3 | -3 | 27 | 11 | 2 | 0
COc1cccc(C2=NOC(C(=O)N3CCc4ccccc4C3)C2)c1 (stereo not given) | 0 | -2.2 | 21 | -5 | -2 | 26 | 10 | -1 | -1
COc1ccccc1C1C(C#N)=C(N)Oc2c1oc(CO)cc2=O (stereo not given) | 0 | -0.8 | 5 | 1 | 3 | 2 | -12 | 14 | -2
CC(=O)NC12CC3CC(C1)CC(C(=O)Oc1ccc(N(C)S(=O)(=O)c4cc(C)ccc4C)cc1)(C3)C2 | -6 | 0.0 | 0 | 11 | -1 | -12 | -5 | 2 | .
COCCn1c(C)cc(C(=O)COC(=O)Cc2n[nH]c(=O)c3ccccc23)c1C | -4 | -0.4 | 27 | 17 | -5 | 7 | -1 | 13 | -1
COc1cc(C(=O)NCC(=O)NCCSc2ccc(Br)cc2)cc(OC)c1OC | 0 | -0.7 | 9 | 27 | -2 | -5 | -1 | 3 | 1
CCN(CC(=O)NCc1ccc(F)cc1)C(=O)/C=C/c1cccs1 | -1 | -0.3 | 2 | 6 | 1 | 21 | -19 | -10 | 0
C/C=C\C=C/C(=O)Nc1cccc(C2=NOC3(C2)C[C@@H](C(N)=O)N(C(=O)c2ccccc2)C3)c1 (stereo not given in full) | -2 | . | -2 | 13 | -1 | 9 | 8 | 2 | .
Cc1csc(SCCn2c(N3CCOCC3)nc3c2c(=O)[nH]c(=O)n3C)n1 | 1 | 0.3 | 5 | -4 | -2 | 17 | -4 | -59 | -4
COc1ccc(NC(=S)c2ccncc2)cc1 | -1 | 18 | 8 | -13 | -1 | -2 | 0 | 2 | -1
CC(C)C[C@@H](COc1ccccc1)N1CCN(C)CCC1=O | 0 | -1.8 | -8 | 11 | 0 | -5 | -1 | 2 | -3
Cc1nc(CNS(=O)(=O)c2cccnc2)cs1 | -4 | -1.2 | -14 | -18 | 0 | -5 | -9 | 1 | -1
COc1cccc(C=Nc2cccnc2)c1O | 0 | . | 2 | 5 | 7 | 18 | 0 | -8 | .
CCOC(=O)N/N=C/c1cc(C)n(-c2ccccc2)c1C | -3 | 0.4 | 15 | -5 | -6 | 17 | 23 | 10 | -1
CCOC(=O)[C@@H]1[C@H]2COc3cc(OC)ccc3[C@@H]2N2C(=O)N(c3cccc(C)c3)C(=O)[C@]12C | -1 | 0.0 | 12 | 4 | -4 | 29 | 16 | 18 | -1
Cc1cc2c(=O)[nH]cnc2s1 | -2 | -0.6 | 7 | 10 | -3 | 8 | 1 | -1 | 1
O=S(=O)(N/N=C\c1ccccc1O)c1ccc(Cl)cc1 | -6 | -0.1 | 4 | -7 | -2 | 5 | -2 | 10 | -2
O=C(Nc1ccccc1C(=O)N1CCCC1)c1ccc(Cl)c([N+](=O)[O-])c1 | -4 | 1.4 | 8 | 24 | -3 | 23 | 10 | -21 | -1
Cc1ccc(C)c(N2CCN(CCN3CCCCC3)CC2)c1 | 1 | 0.3 | -19 | 7 | -3 | -14 | -14 | 16 | -2
CCOC(=O)c1c(NC(=O)CSc2c[nH]c3ccccc23)sc2c1CCCC2 | -7 | 2.0 | 20 | 14 | -3 | 28 | 17 | -10 | 3
Cc1ccc(NC(=S)Nc2ccc(S(=O)(=O)N3CCOCC3)cc2)cc1S(=O)(=O)N1CCOCC1 | 0 | 3.2 | 8 | 0 | -3 | 8 | -3 | 12 | -3
CCOC(=O)C1(Cc2cccc(OC)c2)CCN(Cc2ccc3c(c2)OCCO3)CC1 | -5 | 29 | 8 | 19 | 1 | 6 | -16 | 7 | 2
COC(=O)C1=C(C)N(CCCC(=O)O)C(=O)NC1c1ccc(-c2ccccc2)cc1 (stereo not given) | -5 | 0.2 | -1 | -8 | -1 | 11 | -3 | -2 | 0
COc1cccc(/C=N/Nc2ncnc3c2[nH]c2ccc(C)cc23)c1OC | -4 | 7.5 | 18 | 18 | 7 | 32 | 25 | 14 | 2
NC(=O)COC(=O)c1ccccc1SCC(=O)NC1CCCCCC1 | -4 | -1.4 | -2 | 7 | -4 | 17 | 10 | 3 | -2
COc1ccc(-c2c[n+](CC(=O)c3cccs3)c3n2CCC3)cc1 | -1 | 0.4 | 5 | 11 | 0 | 4 | 9 | 15 | -1
CC(=O)Nc1ccnn1C1CCN(C(=O)c2cccc(C)c2C)CC1 | -1 | -3.0 | -4 | 6 | -2 | 9 | 7 | -8 | -1
COc1cc2[nH]c(=O)n(CCC(=O)NCCC(C)C)c(=O)c2cc1OC | -5 | 0.6 | 11 | 1 | 3 | 5 | 14 | 3 | 0
CC(CCc1ccccc1)NCC(O)c1cccc([N+](=O)[O-])c1 (stereo not given) | -3 | 4.4 | -1 | 13 | -2 | 7 | -5 | -11 | 1
Next section
SMILES | beta cell repl | MPTP inh | tim10-1 inh | NLRP3 yeast inh | APJ ag | tim23-1 inh | TIM10 inh | APJ antag | GRIN3A LBD mod
O=C1COc2ccc(S(=O)(=O)NCc3ccccc3)cc2N1 | 1 | -2.5 | 12 | -2 | -2 | 8 | -13 | 0 | 1
CN(C)c1ccc(NC(=S)NC23CC4CC(CC(C4)C2)C3)cc1 | -7 | -0.9 | 11 | 30 | -3 | 9 | -2 | -5 | 2
CCC1(CC)NC(=O)N(CC(=O)OCc2nc3cc(C(=O)OC)ccc3c(=O)[nH]2)C1=O | -2 | 0.2 | 3 | 4 | -2 | -12 | 8 | -10 | 2
Cc1ccc(Cn2c(N3CCCCCC3)nc3c2c(=O)[nH]c(=O)n3C)cc1 | -1 | -0.3 | 35 | 23 | -3 | 34 | 26 | -9 | -2
